Screens as filed in PubChem BioAssay.
Phagocytosis inh – macrophage phagocytosis inhibition; J774A.1 macrophage IgG-bead phagocytosis, imaging; inhibition, % at 5 µM; actives 0.07% (n = 110,000); AID 1029;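 active means inhibition above the mean of the plate negative controls plus 5 SD, cut at about 13% in these data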;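 further: phagocytic index as fraction of beads internalized from green versus red external bead signal; plate controls were DMSO negative control for no effect and cytochalasin-D positive control for full effect; some results beyond the cut were filed as inactive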
GALR2 blocker – blocks the human galanin receptor 2. O43603. GALR2-expressing cells, antagonist mode. inhibition, % at 4 µM. actives 0.39% (n = 140,000); in the data active means inhibition above about 27%;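 further: cells stimulated with galanin 1-16 at roughly its EC80; 0% = agonist challenge control and 100% = basal control without agonist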
Target sequence (O43603 whole entry, looked up): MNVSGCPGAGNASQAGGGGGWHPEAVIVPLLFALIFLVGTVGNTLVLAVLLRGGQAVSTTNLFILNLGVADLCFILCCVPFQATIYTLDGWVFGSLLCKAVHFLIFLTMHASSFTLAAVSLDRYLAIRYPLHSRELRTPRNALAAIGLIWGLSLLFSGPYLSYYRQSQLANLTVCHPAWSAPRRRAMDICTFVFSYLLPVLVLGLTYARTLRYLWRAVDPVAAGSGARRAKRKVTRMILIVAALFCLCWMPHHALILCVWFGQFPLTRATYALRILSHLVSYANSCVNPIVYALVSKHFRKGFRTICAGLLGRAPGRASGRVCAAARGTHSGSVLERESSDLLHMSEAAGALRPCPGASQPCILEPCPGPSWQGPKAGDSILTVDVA
Measles CPE – protection of cells from measles virus; Measles virus-infected cells, CPE protection, absorbance; protection (pct of control), % at 4 µM; actives 1.5% (n = 140,000); AID 841; in the data active means protection mostly above about 24%, no sharp cut-off; inactive means mostly below about 26%; further: some compounds called inactive have numbers as strong as hits
NPY-Y2 antag – antagonists of human neuropeptide Y receptor Y2; inhibition, % at 2.7 µM; actives 0.99% (n = 140,000); P49146; AID 793; NPY-Y2 expressing cells, antagonist mode; in the data active means inhibition above about 17%;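 further: 0% = vehicle with agonist challenge and 100% = reference antagonist with challenge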
Target sequence (P49146 whole entry, looked up): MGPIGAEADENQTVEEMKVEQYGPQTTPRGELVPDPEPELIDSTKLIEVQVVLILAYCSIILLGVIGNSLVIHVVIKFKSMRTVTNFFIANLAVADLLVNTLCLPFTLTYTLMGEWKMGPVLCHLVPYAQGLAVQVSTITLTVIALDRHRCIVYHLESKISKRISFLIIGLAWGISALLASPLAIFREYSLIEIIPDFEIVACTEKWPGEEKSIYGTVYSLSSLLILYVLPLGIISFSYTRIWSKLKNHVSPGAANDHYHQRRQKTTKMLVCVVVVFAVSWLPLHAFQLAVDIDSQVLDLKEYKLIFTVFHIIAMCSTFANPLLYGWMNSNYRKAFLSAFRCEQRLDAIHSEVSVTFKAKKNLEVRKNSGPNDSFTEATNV
BB579 growth dn – yeast BB579 growth reduction in restrictive medium; S. cerevisiae BB579 growth, OD615, 48 h; inhibition, % at 10 µM; actives 0.51% (n = 140,000); AID 804;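 active means inhibition above a set limit, 3 SD over the mean compound inhibition, cut at about 44% in these data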; further: inactives centre near -24
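controls = amphotericin B 10 µg/mL, positive | assay system = DeaD yeast strain BB579 | schedule = 48 h compound exposure at 30 °C after 4 h preincubation | detection = OD615 turbidity measurement | medium = restrictive CSMM-D medium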
Yeast lifespan up – extends the lifespan of yeast; S. cerevisiae growth with nicotinamide, OD615; deaD strain in restrictive glucose medium; inhibition of the nicotinamide effect, % at 10 µM; actives 0.68% (n = 130,000); AID 775;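 active means inhibition above a set limit, placed 3 SD over the median of all compounds, cut at about 26% in these data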;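 further: 0% = nicotinamide-treated wells and 100% = cells grown without nicotinamide; some compounds called inactive have numbers as strong as hits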
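Buffer or medium: CSMM-D glucose medium, restrictive; test system: modified budding yeast, DeaD strain; compound: single dose 10 µM compound, 0.25% DMSO; schedule: culture preincubation 4 h, compound exposure 48 h, both 30 °C; detection: optical density (absorbance) at 615 nm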
MRP-1 activ – activates MRP-1; H69AR cells + doxorubicin, viability rescue, CellTiter-Glo; viability increase, % at 10 µM; actives 0.61% (n = 140,000); AID 799;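 active means viability gain under doxorubicin at or above a set limit, the compound median plus 3 SD, cut at about 4.7% in these data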;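 further: MRP-1 overexpressing cells given doxorubicin 25 µM after compound pretreatment; 18-22 h compound pretreatment then 72 h with doxorubicin before readout; 0% = doxorubicin-only wells and 100% = vehicle-treated cells without doxorubicin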
E-sel TNF inh – blocks E-selectin expression induced by TNF alpha. actives 0.71% (n = 120,000). inhibition, % at 2 µM. HUVEC TNFa-induced E-selectin immunofluorescence, high content;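 active means inhibition above the batch mean plus 3 SD, and confirmed as a hit on visual image review, cut at about 43% in these data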;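 further: 0% = TNF-stimulated DMSO wells and 100% = unstimulated control wells; not every result past the cut was called active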
HCT116 PTEN-null – suppresses growth of cells with PTEN deletion. HCT116 PTEN-null viability, CellTiter-Glo, 60 h; active compounds read low. viability, % at 10 µM. actives 1.2% (n = 140,000). AID 827;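 active means viability at or below a set limit, 4 SD under the median of all tested compounds, cut at about 3.7% in these data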;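 further: PTEN knockout HCT116 line with beta catenin targeted HCT116 as companion control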
HCT116 bCat-KO – beta-catenin-lacking colon tumor cell growth suppression. viability, % at 10 µM. actives 1.5% (n = 140,000). HCT116 beta-catenin knockout viability, CellTiter-Glo, 60 h; active compounds read low;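 active means viability at or under a set limit, the compound median less 4 SD, cut at about 6% in these data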;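 further: 0% = Hyamine 1622 control at 20 µM and 100% = untreated cell control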
Active calls of the source: *; . = not tested or not shown.

Each structure is followed by: HCT116 bCat-KO	GALR2 blocker	Yeast lifespan up	MRP-1 activ	HCT116 PTEN-null	BB579 growth dn	Measles CPE	E-sel TNF inh	Phagocytosis inh	NPY-Y2 antag
- O=C(NCC1c2ccccc2CCN1C(=O)CN1CCOCC1)C1CCCCC1 (configuration not stated)
    76	3	-3	-0.2	94	-47	24	.	-2	4
- COC(=O)C1CCN(C(=O)NC(C)(C)C)CC1
    100	3	-3	-1.8	98	15	10	-1	2	2
- Cc1ccccc1NC(=O)CSc1nc2ccccc2c2nc(CCn3cncc3C)nn12
    71	-17	-1	-1.9	64	-18	8	.	-7	2
- COc1ccc(O)c(CN2CCN(C/C=C/c3ccccc3)CC2)c1
    87	6	-12	0.4	89	-24	6	-26	0	7
- Cn1cc(C(=O)NCC2COc3ccccc3O2)c(=O)c2cc(S(=O)(=O)N3CCCCC3)ccc21 (configuration not stated)
    66	-7	-8	-1.0	67	-44	11	28	-1	3
- COc1cccc2c1OC1(C)CC2NC(=O)N1Cc1ccccc1 (configuration not stated)
    91	9	-4	-0.3	102	-34	4	-4	-2	2
- CN(C)CCNC(=O)Nc1ccc(Cl)c(Cl)c1
    85	-13	-22	-3.7	77	-33	7	41	2	-2
- Clc1ccsc1-c1csc(-c2cccnc2)n1
    47	1	-10	-4.8	46	-23	9	20	-1	5
- Oc1ccc(N=Cc2sc3ccccc3c2Cl)cc1
    80	11	-1	-1.2	80	18	7	.	.	-1
- CC1CC(C)CN(c2oc(-c3ccco3)nc2C#N)C1 (configuration not stated)
    74	-16	-8	-5.3	74	-10	9	4	.	27*
- CCCc1cc(=O)[nH]c(SCC(=O)c2cc(C)n(CCC)c2C)n1
    90	-3	-21	-2.0	93	-3	10	-17	0	13
- COc1ccc(NC(=O)c2ccc3ccccc3n2)cc1S(=O)(=O)Nc1ccccc1Cl
    91	12	4	1.5	81	-6	1	.	-9	8
- CCCCn1c(=N)n(CCOc2ccc(C)cc2)c2ccccc21
    1.9*	16	5	-5.1	1.9*	-35	6	-1	2	20*
- O=C(CSc1nnnn1C1CCCCC1)N1CCc2ccccc21
    97	5	44	-0.9	103	-60	7	12	-2	4
- COCCNC(=O)C(=O)Nc1cccc(Br)c1
    108	2	-12	-0.1	104	-13	27	19	-1	2

Next part
Each structure is followed by: HCT116 bCat-KO	GALR2 blocker	Yeast lifespan up	MRP-1 activ	HCT116 PTEN-null	BB579 growth dn	Measles CPE	E-sel TNF inh	Phagocytosis inh	NPY-Y2 antag
- O=C1C(C=NCc2ccco2)=C(O)c2ccccc21
    42	19	-12	-0.7	50	11	18	-17	-1	3
- CCn1c(SCC(=O)Nc2ccccc2)nnc1C1CCCCC1
    91	3	.	0.5	95	-12	5	60*	.	1
- O=C(Nc1cccc(NC(=O)c2ccccc2[N+](=O)[O-])n1)c1ccccc1[N+](=O)[O-]
    86	7	-10	-2.4	79	-11	6	4	.	-1
- Cc1ccc(OCC(=O)NC(=S)Nc2cccc(NC(=O)c3ccccc3)c2)cc1
    91	-7	7	-2.4	94	-20	2	-5	-8	37*
- CC(C)N(C(=S)Nc1cc(S(=O)(=O)N2CCOCC2)ccc1Cl)c1ccccc1
    94	11	40*	1.0	100	-11	3	.	-8	1
- CCc1nnc(NC(=O)c2ccc3c(c2)C(=O)N(CC(C)C)C3=O)s1
    84	-8	.	-0.1	85	-35	8	-2	.	1
- CC(=O)NS(=O)(=O)c1ccc(N=c2ssc3c2-c2cc(C)c(C)cc2NC3(C)C)cc1
    100	3	-3	-4.1	95	-16	16	-14	-6	-2
- C/C(=N\NC(=O)CSCc1ccc([N+](=O)[O-])cc1)c1ccccc1O
    84	8	3	-1.2	87	-18	12	.	-3	7
- COc1c(C(=O)Nc2c(C)n(C)n(-c3ccccc3)c2=O)ccc2ccccc12
    103	-3	-7	-3.5	94	-11	22	-1	0	1
- O=[N+]([O-])c1cn(-c2nc(-c3ccco3)cc(C(F)(F)F)n2)cn1
    98	-1	-11	1.2	102	-53	4	6	5	0
- O=C(CCN1CCCCC1)Nc1cccc(Cl)c1
    105	3	0	0.0	108	-35	16	-43	-1	-1
- CCCOc1ccc(/C(O)=C2/C(=O)C(=O)N(CCCOC)C2c2ccncc2)cc1 (configuration not stated)
    94	1	8	0.5	119	-31	7	-3	0	0
- C=CCNC1=C(Cl)C(=O)N(c2cccc(Cl)c2Cl)C1=O
    97	9	-17	-1.9	95	11	4	15	3	3
- Cc1ccc(C(=O)Nc2ccc(S(=O)(=O)NCc3ccco3)cc2)cc1
    76	2	-11	-3.3	93	-10	6	-28	-1	2
- CC(=O)Nc1cccc(NC(=O)CSc2nc3ccccc3o2)c1
    92	4	-1	-0.9	91	-20	6	2	2	3

Continued.
Each structure is followed by: HCT116 bCat-KO	GALR2 blocker	Yeast lifespan up	MRP-1 activ	HCT116 PTEN-null	BB579 growth dn	Measles CPE	E-sel TNF inh	Phagocytosis inh	NPY-Y2 antag
- Cc1cc(C)nc(N2C(=O)CC(Cc3ccccc3)C2=O)n1 (configuration not stated)
    92	3	-2	-0.8	88	-53	4	-14	-1	1
- COC(=O)c1cc(C#N)c(Oc2ccc(OC)cc2)nc1C
    106	1	-12	0.8	96	16	19	-32	.	-1
- O=[N+]([O-])c1cccc(-n2nnnc2CN2CCCCCC2)c1
    88	-2	-19	-4.7	91	-13	33*	-44	-1	3
- COCCOC(=O)C1=C(C)OC(N)=C(C#N)C1c1ccc2c(c1)OCO2 (configuration not stated)
    93	8	-4	-2.2	111	-28	1	-1	-5	3
- COc1cc(S(=O)(=O)N2CCC(C(N)=O)CC2)c(C)cc1C
    101	1	-10	-1.4	94	-12	6	-30	1	2
- CN(C(=S)NC(=O)CCCOc1ccc(Cl)cc1Cl)c1ccccc1
    85	-4	-18	-1.2	86	-27	6	21	2	12
- COc1ccc(S(=O)(=O)N2CCN(C(=O)NC3CCCCC3)CC2)cc1OC
    92	-3	-2	0.6	105	-34	15	-5	1	3
- CC(C)NC(=S)N/N=C1\CCCCC1C1CCCCC1 (configuration not stated)
    85	10	-13	-0.6	86	33	5	-6	-2	6
- O=C(c1cccs1)N1CCN(S(=O)(=O)N2CCCCC2)CC1
    104	5	-1	-0.4	97	-45	0	3	-2	0
- CCCN1C(=O)C2C(C(=O)Nc3cccc(OC)c3)C3C=CC2(O3)C1C(=O)NC1CCCCC1 (configuration not stated)
    102	-8	-3	-2.0	95	-21	2	-74	2	2
- O=S(=O)(c1ccc2c(c1)N(Cc1ccc(Cl)cc1)C1CCCN21)N1CCOCC1 (configuration not stated)
    88	13	-19	-2.8	90	-40	6	11	-1	1
- O=C(Nc1ccc(Cl)cc1C(=O)O)c1ccc2c(c1)C(=O)N(Cc1ccco1)C2=O
    99	-2	3	-0.8	94	-58	5	-5	-7	5
- O=S(=O)(NCCSc1ccc(Cl)cc1)c1ccc2c(c1)OCCO2
    71	8	6	-3.8	76	-10	8	17	0	12
- COc1nc(NC(C)(C)C)nc(Oc2ccc(=O)n(C)n2)n1
    90	-6	-4	-4.0	93	-31	7	-4	0	0
- CCOC(=O)Cc1csc(NC(=S)NC(=O)c2ccccc2Br)n1
    96	7	7	4.2	96	-11	17	.	1	3

An excerpt from above, showing only MRP-1 activ, E-sel TNF inh and HCT116 PTEN-null:
compound | MRP-1 activ | E-sel TNF inh | HCT116 PTEN-null
O=C(c1cccs1)N1CCN(S(=O)(=O)N2CCCCC2)CC1 | -0.4 | 3 | 97
O=[N+]([O-])c1cccc(-n2nnnc2CN2CCCCCC2)c1 | -4.7 | -44 | 91
CC(C)NC(=S)N/N=C1\CCCCC1C1CCCCC1 (configuration not stated) | -0.6 | -6 | 86
O=S(=O)(c1ccc2c(c1)N(Cc1ccc(Cl)cc1)C1CCCN21)N1CCOCC1 (configuration not stated) | -2.8 | 11 | 90
O=S(=O)(NCCSc1ccc(Cl)cc1)c1ccc2c(c1)OCCO2 | -3.8 | 17 | 76
Cc1cc(C)nc(N2C(=O)CC(Cc3ccccc3)C2=O)n1 (configuration not stated) | -0.8 | -14 | 88

Reprinted from the listing (two entries):
Each structure is followed by: HCT116 bCat-KO	GALR2 blocker	Yeast lifespan up	MRP-1 activ	HCT116 PTEN-null	BB579 growth dn	Measles CPE	E-sel TNF inh	Phagocytosis inh	NPY-Y2 antag
- CCCN1C(=O)C2C(C(=O)Nc3cccc(OC)c3)C3C=CC2(O3)C1C(=O)NC1CCCCC1 (configuration not stated)
    102	-8	-3	-2.0	95	-21	2	-74	2	2
- O=S(=O)(c1ccc2c(c1)N(Cc1ccc(Cl)cc1)C1CCCN21)N1CCOCC1 (configuration not stated)
    88	13	-19	-2.8	90	-40	6	11	-1	1

Remaining list, next part.
Each structure is followed by: HCT116 bCat-KO	GALR2 blocker	Yeast lifespan up	MRP-1 activ	HCT116 PTEN-null	BB579 growth dn	Measles CPE	E-sel TNF inh	Phagocytosis inh	NPY-Y2 antag
- CCc1cccc2c(/C=N/NC(=O)c3cccc(S(=O)(=O)Nc4ccccc4Cl)c3)c[nH]c12
    100	16	0	-1.4	86	-46	6	.	-4	-2
- Cc1ccc(NC(=O)CSc2nnc(-c3ccc(S(=O)(=O)N4CCCC4)cc3)o2)cc1C
    101	-2	-3	-0.2	89	-27	.	.	0	-1
- CCOCCCNC(=O)c1cc(C)nn1-c1ccccc1
    109	12	0	0.1	113	-66	14	8	0	1
- CCC(=O)N(Cc1ccco1)C1CC(=O)N(c2ccccc2)C1=O (configuration not stated)
    97	-1	9	-1.0	97	-17	12	.	-1	2
- CC1CCCCN1C(=O)C(Cc1ccccc1)N1C(=O)C2CCCCC2C1=O (configuration not stated)
    102	-2	4	-0.6	91	-4	13	-11	0	-1
- CCCOC1OC(=O)c2c1ccc(OC)c2OC (configuration not stated)
    104	3	9	0.6	108	9	9	7	-6	-1
- COc1cc2ccccc2cc1C(=O)N1CCN(C)CC1
    93	-1	-14	-0.3	108	-25	25	.	1	1
- NC(=O)[C@@H]1CCCNc2c(F)cc([N+](=O)[O-])cc2C(=O)N[C@@H](CO)C(=O)N[C@@H](Cc2ccc(O)cc2)C(=O)N1
    98	-2	1	0.3	109	-25	6	-17	.	0
- COCCCNCCOc1ccccc1-c1ccccc1
    83	11	3	-2.0	78	-25	4	7	-6	14
- CCOC(=O)N1CCN(C(=O)c2ccc3nc4ccsc4c(=O)n3c2)CC1
    98	5	-2	-3.9	94	-26	5	-10	-1	2
- O=C(Nc1cc2ccccc2oc1=O)C1CCCCC1
    87	1	-14	-2.5	96	-6	39	5	.	-3
- COC(=O)c1ccccc1NC(=O)Cn1ccnc1
    92	7	-5	-0.8	105	-29	5	-27	3	1

Compound profiles, as listed above. Order of screens: HCT116 bCat-KO | GALR2 blocker | Yeast lifespan up | MRP-1 activ | HCT116 PTEN-null | BB579 growth dn | Measles CPE | E-sel TNF inh | Phagocytosis inh | NPY-Y2 antag
Listed for COc1c(C(=O)Nc2c(C)n(C)n(-c3ccccc3)c2=O)ccc2ccccc12 = 103 | -3 | -7 | -3.5 | 94 | -11 | 22 | -1 | 0 | 1
Listed for COCCCNCCOc1ccccc1-c1ccccc1 = 83 | 11 | 3 | -2.0 | 78 | -25 | 4 | 7 | -6 | 14
Listed for CCn1c(SCC(=O)Nc2ccccc2)nnc1C1CCCCC1 = 91 | 3 | . | 0.5 | 95 | -12 | 5 | 60* | . | 1
